# TNAP act mid DEA = activators of human TNAP at intermediate phosphate acceptor; P05186; 64,000 tested, under 10 active; purified TNAP, CDP-star luminescence, 100 mM DEA, 30 min; hits give high values; scale: 0 levamisole-inhibited, 1 vehicle-only enzyme; AID 813; activation factor at 20 µM;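 active means activation factor of at least 2 at 20 µM, relative to controls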
# ROCK2 inh = blocks human Rho kinase 2 activity. O75116. purified ROCK2, Kinase-Glo ATP depletion luminescence. inhibition, % at 6 µM. actives 0.35% (n = 60,000);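 active means inhibition above the screen-wide mean inhibition plus 3 SD, cut at about 18% in these data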;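 further: plate controls were DMSO wells for no effect and Y-27632 control wells after no-enzyme background subtraction for full effect; many of its hits are not listed in these tables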
# Target sequence (O75116 whole entry, looked up): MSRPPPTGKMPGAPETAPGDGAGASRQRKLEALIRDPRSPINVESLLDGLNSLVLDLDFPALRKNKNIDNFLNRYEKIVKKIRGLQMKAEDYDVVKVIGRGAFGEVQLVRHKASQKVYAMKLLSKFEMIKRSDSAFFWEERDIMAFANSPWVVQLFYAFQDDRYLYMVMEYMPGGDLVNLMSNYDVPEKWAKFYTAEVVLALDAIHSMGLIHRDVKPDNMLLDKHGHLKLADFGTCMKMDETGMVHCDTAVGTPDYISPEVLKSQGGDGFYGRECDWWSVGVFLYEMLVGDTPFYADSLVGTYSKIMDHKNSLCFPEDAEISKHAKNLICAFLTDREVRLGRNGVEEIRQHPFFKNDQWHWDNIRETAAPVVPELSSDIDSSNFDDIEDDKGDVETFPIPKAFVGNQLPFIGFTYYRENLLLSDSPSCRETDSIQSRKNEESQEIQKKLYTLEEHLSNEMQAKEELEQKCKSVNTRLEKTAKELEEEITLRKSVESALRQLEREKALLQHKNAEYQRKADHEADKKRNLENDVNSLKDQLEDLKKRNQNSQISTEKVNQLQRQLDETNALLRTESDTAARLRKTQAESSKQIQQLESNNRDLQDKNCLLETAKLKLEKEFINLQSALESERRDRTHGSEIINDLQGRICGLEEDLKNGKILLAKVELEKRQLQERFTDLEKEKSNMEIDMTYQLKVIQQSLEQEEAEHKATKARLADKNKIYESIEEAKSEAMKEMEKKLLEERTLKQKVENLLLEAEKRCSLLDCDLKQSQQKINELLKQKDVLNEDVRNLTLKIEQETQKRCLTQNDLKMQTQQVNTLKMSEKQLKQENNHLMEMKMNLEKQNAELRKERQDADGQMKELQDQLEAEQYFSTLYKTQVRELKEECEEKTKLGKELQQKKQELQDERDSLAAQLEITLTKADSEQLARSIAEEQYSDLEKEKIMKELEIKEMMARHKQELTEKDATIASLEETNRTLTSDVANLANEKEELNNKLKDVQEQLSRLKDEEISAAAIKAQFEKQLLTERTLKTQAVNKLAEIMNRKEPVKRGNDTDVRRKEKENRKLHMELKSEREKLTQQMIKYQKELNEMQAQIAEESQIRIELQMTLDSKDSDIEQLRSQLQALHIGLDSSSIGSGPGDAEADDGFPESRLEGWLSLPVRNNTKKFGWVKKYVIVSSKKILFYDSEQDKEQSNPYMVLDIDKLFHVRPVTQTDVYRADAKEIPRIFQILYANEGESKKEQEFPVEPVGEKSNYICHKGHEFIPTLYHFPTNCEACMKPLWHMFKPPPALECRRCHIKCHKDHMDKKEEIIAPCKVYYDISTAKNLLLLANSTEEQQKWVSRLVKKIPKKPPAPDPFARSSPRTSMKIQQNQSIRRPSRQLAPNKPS
# MMP-13 inhibitor = inhibitors of human MMP13; P45452; MMP-13 fTHP FRET cleavage, Mca fluorescence; inhibition, % at 4 µM; actives 0.07% (n = 65,000); AID 570;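 active means inhibition above the mean of compound-free control plate wells plus 3 SD, cut at about 14% in these data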;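 further: 0% = DMSO wells and 100% = wells with reference MMP-13 inhibitor after basal subtraction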
# JNK3 blocker = inhibitors of human JNK3 kinase. P53779. actives 0.61% (n = 60,000). AID 746. inhibition, % at 8 µM. purified JNK3 kinase activity, HTS; in the data active means inhibition above about 17%;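 further: 0% = DMSO and 100% = reference inhibitor; many of its hits are not listed in these tables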
# Cdc25B block = inhibitors of human Cdc25B phosphatase; P30305; recombinant Cdc25B, OMFP fluorescence Ex485/Em525; inhibition, %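 (compounds tested at 10 µM final in the well)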; actives 0.1% (n = 65,000); in the data active means inhibition above about 50%
# MKP-1 inh = human dual specificity phosphatase 1 inhibition; actives 0.15% (n = 65,000); P28562; recombinant MKP-1, OMFP hydrolysis fluorescence; inhibition, %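 (compounds tested at a single concentration somewhere between 10 and 100 µM)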;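 active means inhibition above about 50%, limit read from the data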;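 further: 0% = DMSO max control wells and 100% = wells with enzyme stopped by NaOH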
# Jurkat tox 60K = cytotoxicity toward Jurkat cells | Jurkat E6.1 viability, ATP luminescence, 48 h | inhibition, % at 4 µM | actives 1.2% (n = 56,000) | AID 463;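 active means inhibition above the mean inhibition of all tested compounds plus 3 SD, cut at about 28% in these data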
# HEK293 NFkB inh = lowers PMA/ionomycin-induced NF-kB signal in HEK293 cells | HEK-293 NF-kB luciferase reporter, luminescence | inhibition, % at 3 µM | actives 0.21% (n = 62,000) | AID 465;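 active means inhibition above the mean of all tested compounds plus 3 SD, cut at about 40% in these data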;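 further: 0% = stimulated DMSO wells and 100% = 10 µM reference inhibitor 5653914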
#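 Material: HEK-293 cells with stable firefly luciferase reporter driven by four HIV NF-kB elements / Also added: PMA plus ionomycin mix as NF-kB-activating stimulus / Compound dosing: 3 µM once, 0.30% DMSO / Times: 1 h pretreatment, 16 h stimulation, 37 °C / Signal: luminescence / Evaluation: per-plate % inhibition versus controls / Benchmarks: DMSO and 10 µM reference inhibitor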
# PKA kinase inh = blocks human protein kinase A activity; P17612; AID 524; actives 0.1% (n = 65,000); inhibition, % at 6 µM; PKA Kemptide phosphorylation, Kinase-Glo ATP luminescence;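 active means inhibition above the screen-wide mean inhibition plus 3 SD, cut at about 21% in these data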; further: many of its hits are not listed in these tables
# An asterisk follows results filed as active; i = inactive; x = not tested or not shown; [ ] = another dose, or the depositor's remark.
SMILES,TNAP act mid DEA,ROCK2 inh,MMP-13 inhibitor,JNK3 blocker,Cdc25B block,MKP-1 inh,Jurkat tox 60K,HEK293 NFkB inh,PKA kinase inh
Cc1ccc(-c2nnn(CC(=O)N(CC(=O)NC3CCCC3)c3cnc4ccccc4c3)n2)o1,1,2.9,-3.6,4.3,5.7,7.2,4.0,3.8,5.4
C/C(=C(\C#N)C(=O)NCCCN1CCOCC1)N(C)C,0.9,-1.1,-2.1,-2.4,-7.4,13.2,-0.2,15.9,-5.6
CCOC(=O)C1(C)NC(c2ccc(OC)c(OC)c2)C2C(=O)N(CC)C(=O)C21 (configuration not stated),0.9,0.1,-1.5,4.3,-3.7,-5.7,-7.3,26.6,0.3
Cn1c(=O)c2c(nc(CN3CCOCC3)n2CCc2ccccc2)n(C)c1=O,0.9,x,2.7,x,-0.1,11.4,x,10.6,5.6
CCN1CCN(C(c2cccs2)C(C)NC(=O)c2cccnc2)CC1 (configuration not stated),0.9,-0.4,3.9,4.3,-5.6,6.7,-7.6,7.1,-2.3
CCCCn1c(SCc2cc(=O)n3ccsc3n2)nc2cc(C(=O)OC)ccc2c1=O,0.9,4.3,0.2,-1.8,-0.2,24.0,-4.0,-1.4,8.0
CC1=C(C(=O)Nc2ccccc2)C(c2ccco2)n2ncnc2N1 (configuration not stated),0.9,8.1,-3.9,-6.0,3.1,7.3,-3.6,2.9,5.8
O=C(c1cccc(Cl)c1Cl)N1CCN(c2ccccn2)CC1,0.9,3.8,-5.8,0.5,-3.1,0.6,-5.4,16.2,6.3
COCCn1nnnc1CN1CCC(NC(=O)c2ccc(Br)cc2)CC1,1,x,-1.0,x,-2.2,-9.0,x,15.2,10.5
CC(=O)C1=C(O)C(=O)N(CC(=O)O)C1c1ccccc1Cl (configuration not stated),0.9,1.6,-11.7,3.2,-2.7,6.0,-1.1,18.6,-9.1
Cc1ccc(-c2cc(C(F)F)n3ncc(C(=O)N4CCN(c5ccccn5)CC4)c3n2)cc1,0.9,-9.3,-4.4,-9.8,-11.5,20.0,5.9,18.9,-2.6
O=S(=O)(c1ccccc1)c1nc(-c2ccco2)oc1NCCCN1CCOCC1,0.9,1.0,1.8,-0.8,-7.4,11.0,1.3,16.5,4.3
COc1ccc(S(=O)(=O)NC(CC(=O)NCC2CCCO2)c2ccco2)cc1 (configuration not stated),0.9,9.8,-8.1,-5.1,-19.0,-11.2,-1.0,6.4,4.8
CCOc1ccc(Cn2nnc(C(=O)Nc3ccc(OC)cc3OC)c2N)cc1,0.9,1.9,-2.0,0.2,-0.1,-7.5,-5.8,-3.5,1.9
O=C(Cn1cnc2c(nnn2-c2ccccc2)c1=O)N1CCOCC1,0.9,2.1,1.4,-5.1,3.2,-8.8,-6.8,6.1,-6.5
Cc1cc(C)cc(C(=O)n2cnnc2N)c1,1,-7.0,3.5,-0.2,-7.3,0.5,7.4,13.1,0.7
COc1cccc(-c2nc(CS(=O)CC(=O)NC3CC3)c(C)o2)c1 (configuration not stated),0.9,-2.1,-0.9,-5.5,1.3,13.8,8.8,14.5,-6.4
CCC(=O)Nc1nc2ccccc2n1Cc1ccccc1C,1,-6.2,6.7,2.9,4.3,-16.4,x,x,2.7
CCN(CCO)c1ccc(-n2c(N)c(C(=O)OC)c3nc4ccccc4nc32)cc1,0.9,3.6,2.5,-2.3,2.7,3.2,-7.0,15.5,2.6
COC(=O)C1=C(CSCc2ccco2)NC(=O)NC1c1cc(C)ccc1C (configuration not stated),0.8,-0.5,-1.2,-6.1,3.1,3.8,3.3,10.2,9.3
O=C(c1cnn2c(C(F)(F)F)cc(-c3ccc4c(c3)OCO4)nc12)N1CCCC1,0.9,-2.7,4.5,1.9,11.9,7.9,-5.4,7.5,-1.1
Oc1ccccc1/C=N/c1c(-c2ccco2)nc2ccccn12,0.9,0.4,-8.8,-7.8,-1.7,-8.4,-7.2,1.2,-5.0
CCN1CCN(CC(=O)Nc2ccccc2)C(=O)C1=O,1,-4.4,3.8,-9.7,-6.0,-10.4,0.4,9.7,-1.3
Cc1noc(/C=C/N(C)C)c1S(=O)(=O)NC1CCCCC1,0.9,4.1,4.4,0.9,0.7,5.8,-10.7,3.7,4.8
CCN1CCN(C(=O)c2cc3cc4cc(OC)ccc4nc3s2)CC1,1,-0.4,-14.9,1.1,-5.5,-14.8,2.6,8.1,2.5

# (listing goes on)
SMILES,TNAP act mid DEA,ROCK2 inh,MMP-13 inhibitor,JNK3 blocker,Cdc25B block,MKP-1 inh,Jurkat tox 60K,HEK293 NFkB inh,PKA kinase inh
Cc1cc(=O)n2nc(N3CCCC3C(=O)NCCCN3CCCCC3)sc2n1 (configuration not stated),1,0.8,-1.9,0.4,-8.3,-12.6,-3.3,21.7,-1.2
CC(C)Cc1nnc(NC(=O)CSc2nc(=O)cc(N)n2-c2ccccc2)s1,x,5.2,0.6,-2.8,-8.7,11.4,-9.3,13.4,11.5
COc1ccc(N2CC(C(=O)NCCC3=CCCCC3)CC2=O)cc1 (configuration not stated),0.9,0.5,-1.8,3.0,1.0,4.8,2.8,-2.8,4.7
Cc1cc(C(=O)CSc2nnc(-c3ccccc3F)o2)c(C)n1Cc1cccs1,0.9,x,5.6,x,-11.1,10.1,x,20.7,-0.9
Clc1ccc(-n2nnnc2Sc2ncnc3sccc23)cc1,0.9,3.4,-5.4,1.2,-0.2,-4.7,65.7*,-0.6,4.6
CC1(C)NC(C)(C)C(O)(C(N)=O)C1=O (configuration not stated),1,3.0,3.0,7.9,-1.9,-9.3,6.1,3.1,10.0
COc1ccc(CCNC(=O)c2ccc(CN3CCOCC3)cc2)cc1,1,x,-1.3,x,-5.7,7.3,x,10.3,5.5
CCCNC(=O)NC(=O)CSc1nc2ccccc2n1CC(C)C,0.9,3.9,-2.7,-1.1,-7.8,35.7,6.2,4.3,8.1
CCOc1ccccc1CN1C(=O)c2ccccc2C1C(=O)NCC1CCCO1 (configuration not stated),0.9,2.4,-4.8,-0.8,-1.9,2.3,0.1,17.4,5.5
Cc1ncoc1C(=O)Nc1nccs1,0.9,x,7.1,x,-10.4,20.4,x,8.3,-2.5
CCOC(=O)c1[nH]c(C)c(C(=O)NCCCN2CCOCC2)c1C,0.9,5.4,-5.5,2.6,-10.3,4.0,-5.5,12.9,3.1
C1=C(CCNc2ncnc3c2cnn3-c2ccccc2)CCCC1,0.9,5.7,0.1,-2.8,-8.2,-1.3,-2.3,-36.4,7.6
CSc1ccccc1NC(=O)CCn1c(=O)sc2ccccc21,0.9,x,4.5,x,7.6,-17.4,x,15.0,2.3
Cc1ccc(S(=O)(=O)NCCCN2CCOCC2)cc1C,1,1.9,3.6,-1.3,1.1,3.8,-1.6,9.1,0.0
CCOC(=O)c1nnn(CC(=O)Nc2cccc(Cl)c2C)c1C(=O)OCC,0.9,x,4.6,x,-5.1,0.1,x,24.2,2.3
O=C(c1ccco1)N1CCN(S(=O)(=O)Cc2ccc(Cl)cc2)CC1,0.9,3.5,-0.7,-0.8,-12.3,1.8,-2.6,18.7,7.1
N#CCCn1nnc2ccccc21,0.9,-0.2,3.5,-6.5,7.5,-20.4,-10.1,5.7,4.5
Cc1nonc1NC(=O)c1ccccc1Br,0.9,5.0,3.7,0.7,-5.5,0.1,-2.6,20.9,10.4
COc1cc2cc(CN(Cc3cccnc3)C(=O)NCc3ccccc3)c(=O)[nH]c2cc1OC,0.9,1.0,-41.0,6.6,-16.0,27.9,0.1,4.9,0.9
Cn1c(Cl)cnc1C1CC(=O)c2cc(Cl)ccc2O1 (configuration not stated),0.8,4.2,-5.2,0.7,-7.8,-8.5,x,x,3.1
COc1ccc(NC(=O)c2c(C)oc3c2CCCC3)cc1,0.9,3.6,2.0,1.8,-0.7,-10.7,6.2,4.0,4.6
CCN(CCNC(=O)Cn1c(=O)sc2ccccc21)c1ccccc1,1,-10.3,-0.9,2.1,-8.1,-2.1,10.5,1.7,0.2
CC1Cc2ccccc2N1C(=O)CSc1nnc2c(n1)[nH]c1ccccc12 (configuration not stated),0.8,-2.1,4.0,5.5,-2.3,28.3,-3.2,17.7,14.3
Cc1cc2c(C)cc(=O)oc2c2c1NCCC2,1.1,13.1,i[fluorescence artefact?],-9.5,-13.6,-3.2,6.0,27.4,8.7
Brc1cc(Br)c2ncnc(N3CCCCC3)c2c1,1,x,5.2,x,-12.9,11.7,x,9.2,5.5

# Continuation.
SMILES,TNAP act mid DEA,ROCK2 inh,MMP-13 inhibitor,JNK3 blocker,Cdc25B block,MKP-1 inh,Jurkat tox 60K,HEK293 NFkB inh,PKA kinase inh
Cc1cc(OCc2nnc(SCC(=O)OC3CCCCC3)o2)ccc1Cl,0.9,7.2,-0.1,-6.2,2.0,-18.2,-11.7,-5.9,10.2
O=C(NC1C2CC3CC(C2)CC1C3)C1CC1 (configuration not stated),1,5.6,-0.7,5.2,-13.6,-2.5,3.6,14.7,2.2
Cc1ccc(N2C(=O)C(Cl)=C(Nc3c(C)n(C)n(-c4ccccc4)c3=O)C2=O)cc1,1,9.1,1.5,-0.1,-12.2,3.6,4.8,4.8,6.6
CCOc1ccc(NC(=O)C(C)O)c(NS(=O)(=O)c2ccc(CCNC(C)=O)cc2)c1 (configuration not stated),0.9,7.8,1.3,-2.6,-0.2,-3.8,-3.1,13.7,4.4
CCn1cc(C(=O)Nc2ccc(C(=O)N3CCCC3)cc2)c(=O)c2ccc(C)nc21,1,4.9,6.6,6.0,-7.2,2.0,0.5,10.0,8.6
O=C(Nc1nccs1)c1ccc(NC(=O)c2ccco2)cc1,0.9,x,3.0,x,-8.3,27.2,x,-15.6,7.9
COc1ccccc1-c1nc(C(F)(F)F)c(OC)o1,0.9,3.8,-4.0,3.5,1.7,2.4,-4.5,2.0,12.0
O=C(COc1nncc2ccccc12)NCCC1=CCCCC1,0.9,-6.0,-6.2,-8.2,19.1,1.0,10.7,10.9,-1.0
C=CCn1c(SCC(=O)NCC2CCCO2)nnc1C1CCCCC1 (configuration not stated),0.9,1.6,1.3,-3.5,-27.0,-0.5,0.0,5.1,0.7
CC1=C(C(=O)OC(C)C)C(c2cccs2)N2C(=O)CCSC2=N1 (configuration not stated),1,11.6,3.2,2.3,-12.4,-6.1,-0.5,16.1,7.2
COC(=O)c1ccc(CSc2nc(C)nc3sc(C)c(C)c23)o1,0.9,-1.3,-1.4,-3.1,-3.7,10.8,1.3,8.6,-2.5
CCOn1c(=O)c(=O)n(OCc2ccccc2)c2ccccc21,0.8,4.2,-0.9,-4.5,1.3,-0.5,-8.7,-3.8,1.6
CCC(=O)Nc1nc2c(OC)ccc(C)c2s1,0.9,2.4,-1.2,5.6,-6.4,5.4,0.3,-15.8,10.0
Cc1ccc(C(c2sc3ncnn3c2O)N2CCC(C)CC2)cc1 (configuration not stated),0.9,-3.3,-0.3,-6.6,0.8,6.1,-1.8,25.2,-10.2
O=C(COc1ccc(Cl)cc1Cl)NCCCN1CCOCC1,0.9,5.6,-1.1,-6.3,2.0,-2.5,-3.7,4.5,5.9
Cc1onc(-c2ccccc2)c1C(=O)OCC(=O)Nc1ccc2c(c1)OCO2,1,-0.4,2.8,8.3,-5.5,25.4,2.2,16.7,2.1
COc1ccc(OC(=O)CCCN2C(=O)c3ccccc3C2=O)cc1,1,x,0.5,x,-4.5,-5.5,x,24.1,-4.2

# An excerpt from above, showing only TNAP act mid DEA:
compound,TNAP act mid DEA
CCOc1ccc(NC(=O)C(C)O)c(NS(=O)(=O)c2ccc(CCNC(C)=O)cc2)c1 (configuration not stated),0.9
CCn1cc(C(=O)Nc2ccc(C(=O)N3CCCC3)cc2)c(=O)c2ccc(C)nc21,1
O=C(Nc1nccs1)c1ccc(NC(=O)c2ccco2)cc1,0.9

# Source: PubChem

# Not a hit list; about 1.9% have a hit in one of these screens.
